TIM10 inh: inhibits growth of TIM10 yeast strain; S. cerevisiae TIM10 strain growth, BacTiter-Glo luminescence, 24 h; inhibition, % at 10 µM; actives 1.4% (n = 330,000);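 active means inhibition of 40% or more at the single tested concentration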;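 further: wild-type TIM10 isogenic control strain grown at permissive 25 °C; 0% = DMSO yeast wells and 100% = minimal medium wells without yeast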
NLRP3 yeast inh: inhibitors of NALP3 inflammasome in yeast; Yeast reconstituted NLRP3/ASC/caspase-1, beta-gal luminescence, 24 h; inhibition, % at 10 µM; actives 0.39% (n = 330,000); AID 2825;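 active means inhibition of 50% or more; inactive means inhibition below 50%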;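 further: plate controls were induced DMSO wells for no effect and uninduced yeast grown without galactose for full effect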
mIAP activ: increases mouse intestinal alkaline phosphatase activity; activation factor at 10 µM; muIAP, CDP-Star luminescence, 30 min; stronger effect = higher value; 1 = vehicle-only enzyme signal, 0 = enzyme-free wells; actives 0.24% (n = 330,000);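 active means activation factor of at least 2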; further: the source names both 10 and 20 µM as test concentration; values of inactives mirror those of a sister screen read the other way
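Assay system: mouse IAP enzyme; Reagent: CDP-Star chemiluminescent phosphatase substrate; Compound: DMSO-dissolved test compounds; Incubation: 30 min, room temperature; Technique: luminescence from enzymatic CDP-Star hydrolysis; Controls: DMSO-only wells and no-enzyme negative control.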
tim10-1 inh: inhibits growth of tim10-1 mutant yeast; S. cerevisiae tim10-1 ts strain growth, BacTiter-Glo, 24 h; inhibition, % at 20 µM; actives 2.2% (n = 330,000);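 active means inhibition of at least 40%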;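 further: mutant grown at 25 °C; 0% = DMSO wells with yeast and 100% = wells holding no yeast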
hIAP act: increases human intestinal alkaline phosphatase activity | P09923 | purified human IAP, CDP-Star luminescence, 30 min; stronger effect = higher value; 1 = vehicle-only enzyme, 0 = enzyme-free background | activation factor at 10 µM | actives 0.16% (n = 330,000) | AID 2524;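 active means activation factor of the enzyme at least 2-fold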; further: the source names both 10 and 20 µM as test concentration; values of inactives mirror those of a sister screen read the other way
Target sequence (P09923 whole entry, looked up): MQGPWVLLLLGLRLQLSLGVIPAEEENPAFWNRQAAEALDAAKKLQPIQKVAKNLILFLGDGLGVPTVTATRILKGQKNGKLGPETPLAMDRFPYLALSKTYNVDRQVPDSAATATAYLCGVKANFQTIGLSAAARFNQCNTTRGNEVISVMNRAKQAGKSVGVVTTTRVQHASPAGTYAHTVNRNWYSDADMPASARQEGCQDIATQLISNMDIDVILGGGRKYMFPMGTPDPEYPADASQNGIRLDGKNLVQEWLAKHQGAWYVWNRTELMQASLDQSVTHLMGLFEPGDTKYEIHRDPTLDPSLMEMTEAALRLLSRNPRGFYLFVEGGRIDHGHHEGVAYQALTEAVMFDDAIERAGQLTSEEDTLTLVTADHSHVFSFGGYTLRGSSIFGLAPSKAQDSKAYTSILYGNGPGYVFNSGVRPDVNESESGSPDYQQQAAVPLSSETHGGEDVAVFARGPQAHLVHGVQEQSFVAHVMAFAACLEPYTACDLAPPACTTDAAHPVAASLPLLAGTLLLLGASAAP
Apaf1 inhib: inhibitors of human Apaf-1 apoptosome; actives 0.71% (n = 330,000); AID 489030; O14727; inhibition, % at 20 µM; reconstituted apoptosome caspase-3 activity, DEVD-Rh110 fluorescence; active means inhibition of at least 40% at 20 µM;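 further: plate controls were DMSO wells for no effect and DEVD-CHO caspase inhibitor wells for full effect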
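Material: biochemical Apaf-1 apoptosome reconstitution. Medium: Hepes buffer, pH 7.5. Also added: cytochrome c activation, bis-DEVD rhodamine 110 substrate. Timing: 30 min compound preincubation, 50 min activation, room temperature. Measured by: rhodamine 110 fluorescence at Ex 480/Em 540 nm.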
mIAP inh: mouse IAP inhibition; actives 0.2% (n = 330,000); AID 2806; purified mouse IAP, CDP-Star luminescence, 30 min; inhibition, % at 10 µM;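 active means inhibition of at least 40% at 10 µM in the primary screen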;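 further: plate controls were DMSO with enzyme for no effect and no enzyme wells for full effect; values of inactives mirror those of a sister screen read the other way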
ATG4B inhibitor: inhibitors of human ATG4B cysteine protease | inhibition, % at 8.33 µM | actives 0.51% (n = 340,000) | ATG4B cleavage of LC3-PLA2, NBD-HPC fluorescence, 1 h; in the data active means inhibition above about 40%
Target sequence (Q9Y4P1 whole entry, looked up): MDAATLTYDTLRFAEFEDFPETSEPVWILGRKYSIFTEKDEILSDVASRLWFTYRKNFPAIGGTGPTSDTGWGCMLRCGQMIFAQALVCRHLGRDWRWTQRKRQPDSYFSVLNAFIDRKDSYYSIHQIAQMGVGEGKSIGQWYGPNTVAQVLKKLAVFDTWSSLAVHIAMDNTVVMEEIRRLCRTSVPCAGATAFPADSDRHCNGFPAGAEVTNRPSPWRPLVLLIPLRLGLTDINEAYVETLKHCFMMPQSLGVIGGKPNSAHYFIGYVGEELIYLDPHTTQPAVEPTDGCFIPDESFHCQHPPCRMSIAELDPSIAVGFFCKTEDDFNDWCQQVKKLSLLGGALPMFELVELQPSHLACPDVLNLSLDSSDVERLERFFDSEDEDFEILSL
hIAP inh: human IAP inhibition. actives 0.12% (n = 330,000). inhibition, % at 10 µM. purified IAP, CDP-Star luminescence, 30 min. AID 2544;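 active means inhibition reaching a set limit with compound at 10 µM in the primary screen, cut at about 35% in these data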;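 further: plate controls were DMSO wells with enzyme for no effect and no-enzyme buffer wells for full effect; values of inactives mirror those of a sister screen read the other way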
Active calls of the source: *. An unsorted share of the library. Share with any hit: about 4.5%.

Preview, 2 compounds:
Values run as follows: hIAP act	TIM10 inh	hIAP inh	NLRP3 yeast inh	ATG4B inhibitor	tim10-1 inh	mIAP activ	mIAP inh	Apaf1 inhib
> CCC/C(=N/NC(=O)c1nnn(-c2nonc2N)c1CN1CCCCC1)c1ccccc1
→ 1	8	-3	-7	-8	11	0.97	3	7
> CC(C)CCNC(=O)CN(CCCN1CCOCC1)C(=O)Cn1nnc(-c2ccc(F)cc2)n1
→ 1.1	2	-8	7	5	7	0.94	6	-11

Main list, previewed entries included:
Values run as follows: hIAP act	TIM10 inh	hIAP inh	NLRP3 yeast inh	ATG4B inhibitor	tim10-1 inh	mIAP activ	mIAP inh	Apaf1 inhib
> CCC/C(=N/NC(=O)c1nnn(-c2nonc2N)c1CN1CCCCC1)c1ccccc1
→ 1	8	-3	-7	-8	11	0.97	3	7
> CC(C)CCNC(=O)CN(CCCN1CCOCC1)C(=O)Cn1nnc(-c2ccc(F)cc2)n1
→ 1.1	2	-8	7	5	7	0.94	6	-11
> Cc1cc(C)cc(N(CC(=O)NC2CCCCC2)C(=O)c2csnn2)c1
→ 0.89	-4	11	2	16	25	1	-5	2
> c1ccc(-c2nn[nH]n2)nc1
→ 0.95	-1	5	12	-8	-10	0.96	4	-4
> CCNC(=O)c1c(C)nc2ccccn12
→ 1	-5	-2	-1	6	-9	0.96	4	-6
> O=C(O)CSCC(=O)Nc1ccccn1
→ 0.99	17	1	3	5	1	1.1	-6	-20
> O=C1CCC([N+](=O)[O-])C(c2ccc(Cl)cc2)N1 (centres undefined)
→ 0.97	-20	2	17	-1	14	0.69	31	7
> CSc1nc2nc(C)cc(-c3ccccc3)n2n1
→ 1	-5	-4	12	-10	15	0.97	3	5
> COc1ccc2cc(C(=O)C3CCCN(Cc4cnc(C)s4)C3)ccc2c1 (centres undefined)
→ 0.94	22	6	24	5	16	0.99	1	8
> CCc1ccc(CNC(=O)C2CCN(S(=O)(=O)N3CCCC3)CC2)cc1
→ 1.2	2	-22	13	7	0	0.98	2	6
> CCN1CCN(c2nc3ccccn3c(=O)c2C=O)CC1
→ 1	-6	-4	13	-11	-2	0.99	1	1
> Cc1ccc(C(NC(=O)Nc2ccccn2)C(Cl)(Cl)Cl)cc1F (centres undefined)
→ 0.96	9	4	5	2	14	1	-5	36
> CNCCCOc1ccc(Cl)cc1C(C)(C)C
→ 0.99	22	1	19	0	41*	1	0	17
> CCC1CSC(=Nc2ccc(C)cc2)N1C(=O)CN1C(=O)NC2(CCCC2)C1=O (centres undefined)
→ 1	17	-2	11	-1	23	1	0	28
> CCNC(=O)c1ccc(CSc2ccc(Cl)cc2)cc1
→ 1	3	-4	14	-19	11	0.98	2	-6
> CCN(c1cccc(C)c1)S(=O)(=O)c1c(C)[nH]c(=O)[nH]c1=O
→ 0.91	-6	10	7	-3	-9	1.1	-7	0
> Cc1cccn2c(=O)c(C=NCc3ccco3)c(Nc3ccc(SC(F)F)cc3)nc12
→ 1.1	-4	-11	-3	3	16	0.93	7	8
> O=C1NN(c2ccc(F)cc2)C(=O)/C1=C\C=C\c1ccco1
→ 0.87	-30	13	11	33	-18	0.98	2	9
> Cc1ccn2cc(CNC(=O)c3ccc(Br)o3)nc2c1
→ 0.97	-2	3	7	-4	0	0.88	12	6
> CCOc1ccc(C(=O)CN2CCN(S(=O)(=O)c3ccc(Br)cc3)CC2)cc1
→ 1.1	13	-7	19	5	17	0.95	5	2
> Cc1ccc([N+](=O)[O-])c(OCCN2C(=O)NC(C)(C)C2=O)c1
→ 1	5	-3	8	-8	-3	1	-3	-10
> COc1ccc(CC(=O)N(C)CC(=O)Nc2ccccc2Cl)cc1S(=O)(=O)N1CCOCC1
→ 0.94	-7	6	17	-2	-13	1	-1	59*
> CC(C)CC(NC(=O)c1ccccc1NC(=O)c1ccccc1)C(=O)O (centres undefined)
→ 0.84	7	16	-5	-3	7	0.95	5	-11
> Cc1cccc(N2CCN(C(=O)N3CCCCC3)CC2)c1C
→ 1.1	-9	-8	16	8	-5	1.2	-16	-1
> COc1ccc(OC)c(NC(=O)CSc2nnc(Cn3c(=O)sc4ccccc43)n2C)c1
→ 0.87	4	13	7	0	17	0.94	6	-3
> O=C(CNC(=O)c1ccc(Br)o1)NC1CCCCC1
→ 1.2	-12	-18	11	6	3	0.98	2	-11
> COc1ccc(C(=O)NC(=S)Nc2nc(-c3ccc(OC)c(Br)c3)cs2)cc1Br
→ 0.62	2	38*	15	-6	3	0.84	16	9
> CCC1(c2ccccc2)NC(=O)N(CC(=O)N(C)CC(=O)Nc2ccc(F)c(F)c2F)C1=O (centres undefined)
→ 0.93	-11	7	20	2	-14	0.97	3	-7
> COc1ccc2c(c1)nc(SCC(O)c1ccccc1)n2C (centres undefined)
→ 0.92	17	8	9	4	26	1.1	-7	-18
> CCCOc1ccc(C2C(C(=O)c3ccc(C)o3)=C(O)C(=O)N2CCN2CCOCC2)cc1OC (centres undefined)
→ 0.91	6	9	13	9	22	1.1	-7	4
> CCn1c(Cc2ccccc2)nnc1SCC(=O)Nc1ccc(N2CCOCC2)c(Cl)c1
→ 1.1	1	-6	-3	-15	17	1.1	-15	-2
> COc1cc(C)c(CN2CCC(n3nccc3NC(=O)C3CC3)CC2)cc1C
→ 1.3	6	-28	-1	-5	8	1	0	0
> Cc1ccc(S(=O)(=O)N[C@@H](Cc2ccccc2)C(=O)CCl)cc1
→ 1.2	34	-17	-28	-7	39	0.99	1	0
> Cc1cccc(C(C)C)c1NC(=O)CN(C)Cc1cccc(F)c1
→ 1.2	26	-16	8	4	38	1.1	-6	9
> S=C(NCc1ccc(Cl)cc1)N1CCN(c2ccccn2)CC1
→ 0.84	1	16	16	-1	-3	1	-5	5
> COc1ccc(CC(=O)Nc2cc(C)ccn2)cc1OC
→ 1.3	-10	-33	3	5	-12	1	-1	-14
> CC(CNC1CCCCC1)OC(=O)c1ccccc1 (centres undefined)
→ 1	-4	-2	4	-3	2	0.98	2	-14
> O=C(N/N=C/c1c(O)ccc2ccccc12)c1ccc[n+](CCO)c1
→ 1.4	13	-38	39	-1	17	0.99	1	15
> CCCS(=O)(=O)c1c(S(=O)(=O)CCC)c2cc(-c3ccncc3)ccn2c1C(=O)OC
→ 0.95	15	5	8	-4	18	0.98	2	9
> CCn1ncc(CNC(=O)CCCSc2nc(-c3ccco3)cc(C(F)(F)F)n2)c1C
→ 0.92	3	8	23	1	-5	0.95	5	0
> C=CC[C@@H](CC(=O)N(CCO)Cc1ccccc1)C(=O)N[C@H](COC(=O)[C@@H](CC=C)CC(=O)OC(C)(C)C)Cc1ccccc1
→ 0.9	12	10	8	9	16	0.99	1	21
> Nc1sc2c(c1C(=O)NC1CC1)CCCC2
→ 0.96	9	4	19	6	-12	0.86	14	14
> COC(=O)c1ccc(NC(=O)COC(=O)CCC2CCCC2)cc1
→ 1.1	3	-9	8	-64	5	0.96	4	13
> COc1ccc(CCNS(=O)(=O)c2cc(C(=O)O)c(Cl)cc2Cl)cc1
→ 0.95	7	5	11	4	4	0.96	4	-2
> CC(=O)c1cccc(NC(=O)N2CCCC2C(=O)Nc2cccc(C)c2C)c1 (centres undefined)
→ 0.95	-1	5	6	-13	21	1.1	-14	-2
> CCNC(=S)N1CCN(Cc2ccc3c(c2)OCO3)CC1
→ 0.9	-4	10	9	0	-5	0.99	1	-6
> COC(=O)c1cc(OC)c(OC)cc1NC(=O)Nc1ccc(OC)cc1OC
→ 0.95	-10	5	0	-8	-2	1.1	-12	-4
> COc1ccc(NS(=O)(=O)c2ccc(OC)c(OC)c2)cc1OC
→ 1	-8	-1	3	-15	3	1.1	-7	-4
> CCOC(=O)N1CCN(C(=O)c2cccc(S(=O)(=O)Nc3ccc(Br)cc3)c2)CC1
→ 0.94	4	6	16	4	16	1	-1	8
> O=C1NCCN1Cc1ccc(Cl)cc1
→ 1	-9	-4	-7	6	6	1.1	-7	-11

Remaining list, next part
Values run as follows: hIAP act	TIM10 inh	hIAP inh	NLRP3 yeast inh	ATG4B inhibitor	tim10-1 inh	mIAP activ	mIAP inh	Apaf1 inhib
> O=C(COc1ccc([N+](=O)[O-])cc1)Nc1ccc2c(c1)nc1n2CCOC1
→ 0.72	-4	28	5	-6	6	1	0	-2
> COc1cc(NC(=O)c2cc(OC)c(OC)c(OC)c2)cc(-n2cnnn2)c1
→ 0.84	3	16	4	-10	-5	0.81	19	7
> C=CCn1c(CCNC(=O)c2cccs2)n[nH]c1=S
→ 0.91	-1	9	9	5	6	0.99	0	-11
> Cn1nnnc1SCC(=O)Nc1ccccc1C(=O)NC1CC1
→ 0.94	-4	6	13	-5	6	0.97	3	-14
> CSc1nc2sc(-c3ccccc3)cc2c(=O)n1N
→ 1.1	14	-9	21	-6	18	1	-1	1
> CCn1c(SCC(=O)Nc2nccs2)nnc1-c1ccc(C)cc1
→ 1	-10	-2	0	-10	-13	1	-2	4
> O=C1c2ccccc2C(=O)N1CC(O)Cn1nnc2ccccc21 (centres undefined)
→ 1.1	-17	-11	9	-6	19	1	-4	0
> CC(=O)N1CCCc2cc(S(=O)(=O)CCC(=O)Nc3cccc(C)c3C)ccc21
→ 1	-2	-4	17	0	17	0.99	1	-2
> CCN1C(=O)[C@H]2[C@@H](c3ccc(C)cc3)N3C(=O)N(c4ccccc4)C(=O)[C@@]3(C)[C@H]2C1=O
→ 0.97	-5	3	10	-5	-5	1	-4	-7
> CCN(C(=O)CCNC(=O)Cn1cnc2ccccc2c1=O)c1cccc(Cl)c1
→ 0.8	-3	20	1	-1	0	1	-3	0
> COc1cccc(C(=O)NCCSc2c(C)[nH]c3ccccc23)c1OC
→ 1.2	18	-16	6	-14	12	1	-3	8
> Cn1c(SCc2ccccc2Cl)nc2c1c(=O)[nH]c(=O)n2C
→ 1.2	-7	-16	1	5	-2	1	-4	10

From PubChem BioAssay
